# From PubChem BioAssay
# PME-1 primary: blocks human protein phosphatase methylesterase 1 | recombinant PME-1, FP-Rh probe fluorescence polarization | hit rate 0.53% among 320,000 | inhibition, % at 5.9 µM | Q9Y570;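 active = inhibition above the campaign mean of all compounds plus 3 SD, cut at about 26% in these data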;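 note: competitive labeling of PME-1 active site by serine hydrolase directed probe; 0% = PME-1 with DMSO and 100% = wells lacking PME-1 enzyme; inhibitors block probe labeling so polarization falls and inhibition rises; many of its hits are not listed in these tables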
# Efflux pump mplx: blocks antifungal efflux pumps in multiplex yeast assay; inhibition, % at 10 µM; hit rate 0.44% among 330,000; S. cerevisiae Candida pump triplex, Nile Red efflux;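 active = plate passing quality check with inhibition over a set limit, or well fluorescence over plate mean plus 4 SD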;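 note: Nile Red retained in pooled yeast measured as flow cytometry median fluorescence; 0% = buffer negative control and 100% = Enniatin B positive control; higher means more Nile Red kept so more efflux inhibition; some compounds called inactive have numbers as strong as hits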
# Fam108B counter: Fam108B inhibition, counter-screen for RBBP9 inhibitors. recombinant Fam108B, FP-Rh probe fluorescence polarization. hit rate 0.33% among 300,000. inhibition, % at 9.51 µM;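 active = inhibition above the screen mean inhibition plus 3 SD, computed separately per campaign, cut at about 18% in these data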;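 note: inhibitors lower polarization as less probe binds the enzyme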
# BCLXL inh: blocks human Bcl-xL binding to Bim BH3 peptide. Q07817. GST-Bcl-xL / FITC-Bim BH3 peptide fluorescence polarization. inhibition, % at 10.9 µM. hit rate 0.7% among 320,000. AID 2129;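 active = inhibition above the mean of all tested compounds plus 3 SD, cutoff set per campaign, cut at about 30% in these data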;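 note: 0% = DMSO wells and 100% = unlabeled Bim-BH3 peptide competitor; inhibitors lower millipolarization by displacing the labeled peptide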
# VLA-4 inh: inhibition in a human VLA-4 binding assay; P13612; inhibition, % (about 7 µM as worked out from the volumes in the protocol); VLA-4 expressing cells, ligand binding flow cytometry; AID 2557; hit rate 0.2% among 330,000; in the data active = inhibition above about 50%
# MCL1-BIM inh: disrupts human MCL1 binding to BIM-BH3 peptide; inhibition, % at 10.9 µM; AID 2057; hit rate 0.68% among 320,000; Q07820; GST-MCL1 / FITC-Bim-BH3 fluorescence polarization;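 active = inhibition above the mean inhibition of all tested compounds plus 3 SD, set per campaign, cut at about 40% in these data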;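 note: 0% = DMSO wells and 100% = unlabeled Bim-BH3 peptide control; higher means more loss of mP so more displacement of Bim peptide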
# GLD-1 RNA inh: GLD-1-TGE RNA interaction inhibition (C. elegans); hit rate 0.44% among 320,000; Q17339; purified GLD-1 + fluorescein TGE RNA, fluorescence polarization; inhibition, % at 5.96 µM; AID 2280;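 active = percent inhibition above a per-plate cutoff, the plate mean of test compounds plus 3 SD, cut at about 30% in these data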;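 note: 0% = DMSO wells with GLD-1 and probe and 100% = wells lacking GLD-1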
# Target sequence (Q17339 whole entry, looked up): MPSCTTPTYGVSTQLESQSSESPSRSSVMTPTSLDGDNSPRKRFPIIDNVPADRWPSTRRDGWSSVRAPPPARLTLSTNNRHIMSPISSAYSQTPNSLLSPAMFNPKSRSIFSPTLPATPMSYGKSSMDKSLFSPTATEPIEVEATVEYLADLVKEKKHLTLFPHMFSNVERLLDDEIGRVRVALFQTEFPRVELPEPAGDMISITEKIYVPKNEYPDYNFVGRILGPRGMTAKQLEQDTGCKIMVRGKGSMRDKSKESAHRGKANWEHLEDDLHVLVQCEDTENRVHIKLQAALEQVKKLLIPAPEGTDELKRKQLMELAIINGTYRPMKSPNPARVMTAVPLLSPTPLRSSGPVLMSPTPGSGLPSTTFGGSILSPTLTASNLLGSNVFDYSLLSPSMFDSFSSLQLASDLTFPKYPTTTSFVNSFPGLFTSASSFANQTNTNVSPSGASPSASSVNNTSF
# GRK2 aptamer HTS: blocks RNA aptamer binding to human GRK2; bead flow cytometry, FAM-aptamer displacement from GRK2; inhibition of aptamer binding, % at 10 µM; hit rate 0.59% among 330,000;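 active = inhibition of aptamer binding above 40%, roughly 3 SD of noise, on plates passing a quality check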;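 note: median bead fluorescence of bound FAM aptamer so fluorescent compounds give negative values; no value below 0 was filed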
# MEX-5 binding: C. elegans MEX-5 TCR-2 RNA binding activity | hit rate 0.38% among 300,000 | activity score (negative = inhibition of binding), % at 10 µM | MEX-5/FITC-TCR2 RNA binding, fluorescence polarization; hits give low values;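 active = inhibition past about -25% in most replicates, and total fluorescence under double the plate's negative control median, limit read from the data; inconclusive = replicates evenly split on the limit, or fluorescence at least double controls; inactive = too little inhibition in most replicates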;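 note: 0% = DMSO and -100% = 5 µM competing unlabeled TCR2 RNA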
# Target sequence (Q9XUB2 whole entry, looked up): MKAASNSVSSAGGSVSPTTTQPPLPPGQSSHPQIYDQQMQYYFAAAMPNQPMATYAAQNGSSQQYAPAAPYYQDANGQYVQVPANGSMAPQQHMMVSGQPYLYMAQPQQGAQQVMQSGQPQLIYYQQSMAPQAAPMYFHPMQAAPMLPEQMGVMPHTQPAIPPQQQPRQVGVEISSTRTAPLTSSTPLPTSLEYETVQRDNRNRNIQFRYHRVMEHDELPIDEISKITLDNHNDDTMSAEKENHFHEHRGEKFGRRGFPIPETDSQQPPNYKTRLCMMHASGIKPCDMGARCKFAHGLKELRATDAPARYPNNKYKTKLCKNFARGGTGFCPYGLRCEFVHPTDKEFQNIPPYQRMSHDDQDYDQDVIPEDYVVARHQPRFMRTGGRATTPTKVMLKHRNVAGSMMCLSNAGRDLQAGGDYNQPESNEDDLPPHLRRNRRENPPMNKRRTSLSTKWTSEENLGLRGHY
# An asterisk follows results filed as active; ? = inconclusive; / = no result given.
# Second line of a record – PME-1 primary	Efflux pump mplx	Fam108B counter	BCLXL inh	VLA-4 inh	MCL1-BIM inh	GLD-1 RNA inh	GRK2 aptamer HTS	MEX-5 binding
OCCC1CN(C2CSCCSC2)CCN1Cc1ccccc1 (stereo not given)
→ -2	-0.1	-5	5	-6	1	2	0	0.6
Oc1ccc2oc3c(c2c1)CCCC3
→ -2	0.0	1	7	4	-3	-3	0	-0.3
O=c1nc(-c2ccccc2)cn[nH]1
→ 2	0.0	-2	4	1	-2	5	0	1.8
COc1ccccc1N1CCN(c2nccc(C)n2)CC1
→ -1	-0.1	-2	4	3	9	2	1	-1.0
NC(=O)CSc1nnc2ccc(-c3ccco3)nn12
→ 0	-0.1	2	7	16	3	2	0	-2.1
CC1(C)CC(=O)C=C(NNC(=O)C2CCCCC2)C1
→ -4	-0.3	3	6	9	2	0	0	-0.3
O=C(Nc1nnc(Cc2ccccc2)s1)c1cnccn1
→ -6	-0.1	5	3	-9	-3	3	3	-1.3
CS(=O)(=O)c1cccc(NC(=O)C2CC2)c1
→ 1	-0.1	-1	3	5	-11	4	5	-2.7
COc1ccc(CC(=O)NNC(=O)COc2ccc(F)cc2)cc1S(=O)(=O)N1CCOCC1
→ /	0.1	/	/	-1	/	1	41*	/
N#C/C(=C\c1cccs1)C(=O)NCc1ccccc1
→ 4	2.5	2	5	10	14	3	5	0.6
CCN=C1SC(CC(=O)Nc2ccccc2)C(=O)N1CC (stereo not given)
→ -4	-0.1	0	0	0	4	-1	0	-1.8
O=C1COc2ccc(S(=O)(=O)Nc3ccc(F)cc3)cc2N1
→ 1	-0.2	3	2	10	-2	-1	3	-1.3
Cc1cc(N)n2nc(C(F)(F)F)nc2n1
→ -5	1.4	2	0	4	-19	-25	7	-0.4
COC(=O)C1CSC(C(=O)OC)N1C(=O)Nc1c(C)cccc1C (stereo not given)
→ -2	-0.2	2	-2	2	-1	5	1	1.9
O=C1CCN(CCc2ccccc2)CCN1[C@H](COc1ccccc1)c1ccccc1
→ 2	-0.1	2	4	-3	-3	3	0	1.7
Cc1c(C(=O)NCc2ccc(F)cc2)oc2ccc(S(=O)(=O)N3CCOCC3)cc12
→ -3	0.1	-4	9	-6	6	-3	4	-2.4
O=C1CCCc2ccccc2N1Cc1ccccc1
→ 1	-0.1	-5	2	8	6	-2	2	-1.0
O=C(COC(=O)CNC(=O)c1ccco1)Nc1ccc(Cl)cn1
→ -11	-0.1	4	4	9	2	1	0	1.9
CN(Cc1ccccc1)S(=O)(=O)c1ccc(Cl)c(C(=O)OCC(N)=O)c1
→ 4	0.0	1	6	10	8	5	0	3.0
CC(C)N(C(=O)C(=O)c1cccn1-c1ccccc1C#N)C(C)C
→ 3	0.1	1	-1	-38	-1	-3	3	0.8
CN(C)S(=O)(=O)c1ccc(N2CCCC2)c(C(=O)Nc2cccc(F)c2)c1
→ 4	-0.1	2	1	-6	-1	-2	1	-0.4
Cc1ccc2c(c1)C(=O)C(=O)N2Cc1ccc(F)cc1
→ /	0.0	/	/	-14	/	6	2	/
COc1cc2c3nnc(-c4ccccc4)c-3cn(Cc3ccc(F)cc3)c2cc1OC
→ 1	0.3	2	-2	-2	3	-1	0	-34*
COCC(C)n1c(C)cc(C(=O)CSc2nnc(-c3ccco3)o2)c1C (stereo not given)
→ /	0.2	/	/	-5	/	3	0	/
O=C(NCc1cccs1)c1cccnc1Cl
→ -8	-0.2	0	2	-6	3	4	0	1.6
Cc1ccc(S(=O)(=O)NCCCNc2ccc([N+](=O)[O-])cc2)cc1
→ -3	0.3	-1	0	2	-6	-3	3	0.2
Cc1ccccc1NC(=O)C1COc2ccccc2O1 (stereo not given)
→ -7	0.0	4	7	-17	-3	9	0	-1.6
COc1ccc(Cc2nnc(SCc3ccc([N+](=O)[O-])cc3)o2)cc1
→ -3	0.1	-5	-2	9	-2	-3	0	-0.8
O=C(CSc1ccc([N+](=O)[O-])cc1)Nc1nnc(C2CC2)s1
→ /	0.2	/	/	2	/	-2	5	/
CN(C)CCCNC(=O)c1cc2c3ccccc3n(C)c2s1
→ -1	-0.2	6	5	4	7	0	0	2.6
COCCN(C(=O)COC(=O)CCn1c(C)csc1=O)c1c(N)n(Cc2ccccc2)c(=O)[nH]c1=O
→ 0	0.1	1	1	7	1	-2	0	0.2
C/C(CC(=O)NC(C)(C)C)=N\NC(=O)c1ccccc1N
→ -2	0.0	3	7	14	3	0	2	-0.2
Cc1cccc(NC(=O)CSc2n[nH]c(-c3ccncc3)n2)c1C
→ 6	-0.1	-2	3	-7	5	11	0	2.5
CCc1nnc(NC(=O)c2cc(S(=O)(=O)N3CCN(c4ccccc4)CC3)ccc2Cl)s1
→ -1	0.0	0	1	-176	-4	-6	5	0.7
O=C(O)C1C2C=CC3(CN(C4CCCC4)C(=O)C13)O2 (stereo not given)
→ 2	0.3	-2	-8	5	-8	2	0	0.7
Cc1cc(OCC(=O)NCCc2ccc(S(N)(=O)=O)cc2)c2c(C)cc(=O)oc2c1
→ 1	-0.3	-1	3	-13	-1	-1	4	-1.7
O=C(NN1CC(C(=O)OCc2ccc(Cl)cc2Cl)CC1=O)c1ccccc1 (stereo not given)
→ /	-0.1	/	/	5	/	/	1	1.5
COCCCNC(=O)CCc1nc(-c2ccccc2)no1
→ 2	0.0	-2	4	-4	10	-2	0	-1.8
COc1ccc(CCNC(=O)c2ccc(OC)c(OC)c2)cc1OC
→ -2	-0.1	-1	2	-33	-1	-2	0	-2.3
O=C(COC(=O)c1ccccc1Cl)Nc1cccnc1Cl
→ -1	0.0	/	1	2	-2	3	0	/
CCOc1ccc(NC(=O)CN(C)C(=O)CCCc2nc3ccccc3c(=O)[nH]2)cc1OCC
→ -3	0.0	0	3	-2	-4	5	1	-1.8
CN1CCN(Cc2nc(Cc3cccc(F)c3)no2)CC1c1ccccc1 (stereo not given)
→ 0	-0.1	1	-11	5	-5	-5	0	-0.3
Cc1ccn2c(=O)nc(SCC(=O)N3CCN(c4ccccc4)CC3)nc2c1
→ -1	-0.1	-3	6	1	2	-5	2	1.4
NC(=O)c1ccccc1NC(=O)Nc1cccc(Cl)c1
→ 1	0.4	-3	2	-4	1	1	0	1.2
Cc1sc2ncnc(Sc3ccccc3C(=O)Nc3ccc(Br)cc3)c2c1C
→ -13	0.1	-14	3	13	4	-1	5	2.3
O=C(COc1ccccc1)Nn1cnc2ccccc21
→ -3	0.2	2	1	23	1	1	0	0.5
N#Cc1c(N)nc(SCc2ccccc2)c(C#N)c1-c1ccco1
→ -34	-0.1	-18	2	3	1	-1	1	?
O=C(NCCc1ccc(F)cc1)c1coc(=O)c(Br)c1
→ 7	-0.1	4	2	14	-1	2	2	-2.9
Cc1ccc(S(=O)(=O)N(CC(O)CN2CCCCC2)c2cccc([N+](=O)[O-])c2)cc1 (stereo not given)
→ 1	0.0	1	7	19	1	11	0	3.3
O=C(O)CCC(=O)Nc1ccc(C(=O)N2CCCCC2)cc1
→ 3	0.0	2	4	3	0	3	1	0.3
CCC1Oc2ccccc2N(CC(=O)NCCCN2CCCCC2C)C1=O (stereo not given)
→ -5	0.1	-3	-5	0	-7	-7	61*	-0.3
CCOc1ccc(NC(=O)[C@@H]2CCCN2C(=O)c2cccs2)cc1S(=O)(=O)N1CCOCC1
→ 5	-0.3	/	-8	-1	-12	-2	2	/
O=C(CSc1nnc(CNC(=O)c2ccccc2)o1)NCc1ccccc1Cl
→ 2	0.0	-3	4	8	5	-3	0	2.8
CC(C)OCCCn1c(-c2ccc(Br)cc2)c[nH]c1=S
→ 3	-0.4	-1	-18	5	-7	-4	0	3.2
Cc1ccc(S(=O)(=O)Oc2cccc(/C=N/n3cnnc3)c2)cc1
→ 2	0.0	-4	-2	3	-1	5	0	2.1
Cn1c(=O)c2c(nc(CN3CCN(Cc4ccccc4)CC3)n2CCN2CCOCC2)n(C)c1=O
→ -10	0.4	1	9	-23	6	15	0	-1.7
CSc1nsc(SCC(=O)Nc2ccc(F)cc2F)n1
→ -2	-0.1	2	2	16	9	0	2	-3.5
CC1(C)Cc2c(sc3c2c(=O)n(-c2ccc(Cl)cc2)c(=O)n3CC(N)=O)CO1
→ 2	0.1	-1	2	17	9	5	0	/
CCc1ccccc1NC(=O)CN1CCN(CC(=O)Nc2ccc(-c3ccccc3)cc2)CC1
→ 8	0.0	4	4	2	1	-1	0	-1.0
CCc1ccccc1NC(=O)CSc1nnc(CCNC(=O)OC(C)(C)C)o1
→ 6	-0.1	0	-1	0	-5	-3	0	1.0

# A section of the results above:
# Second line of a record – PME-1 primary	Efflux pump mplx	Fam108B counter	BCLXL inh	VLA-4 inh	MCL1-BIM inh	GLD-1 RNA inh	GRK2 aptamer HTS	MEX-5 binding
COCCCNC(=O)CCc1nc(-c2ccccc2)no1
→ 2	0.0	-2	4	-4	10	-2	0	-1.8
COc1ccc(CCNC(=O)c2ccc(OC)c(OC)c2)cc1OC
→ -2	-0.1	-1	2	-33	-1	-2	0	-2.3
O=C(COC(=O)c1ccccc1Cl)Nc1cccnc1Cl
→ -1	0.0	/	1	2	-2	3	0	/
CCOc1ccc(NC(=O)CN(C)C(=O)CCCc2nc3ccccc3c(=O)[nH]2)cc1OCC
→ -3	0.0	0	3	-2	-4	5	1	-1.8
CN1CCN(Cc2nc(Cc3cccc(F)c3)no2)CC1c1ccccc1 (stereo not given)
→ 0	-0.1	1	-11	5	-5	-5	0	-0.3
Cc1ccn2c(=O)nc(SCC(=O)N3CCN(c4ccccc4)CC3)nc2c1
→ -1	-0.1	-3	6	1	2	-5	2	1.4
NC(=O)c1ccccc1NC(=O)Nc1cccc(Cl)c1
→ 1	0.4	-3	2	-4	1	1	0	1.2

# (more compounds)
# Second line of a record – PME-1 primary	Efflux pump mplx	Fam108B counter	BCLXL inh	VLA-4 inh	MCL1-BIM inh	GLD-1 RNA inh	GRK2 aptamer HTS	MEX-5 binding
CNC(=O)COC(=O)/C=C/c1ccco1
→ 3	-0.1	2	1	-2	0	-3	4	-5.8
Cc1cccc(NC(=O)C2CCCN(S(=O)(=O)c3ccc4c(c3)oc(=O)n4C)C2)c1 (stereo not given)
→ 6	-0.1	5	4	14	6	3	0	-1.0
Cc1cc(NC(=O)CSc2cn(CCNC(=O)c3ccc(F)cc3)c3ccccc23)no1
→ 6	0.2	-1	2	-2	5	-1	3	2.4
O=S(=O)(c1ccc(OCC(O)CNC23CC4CC(CC(C4)C2)C3)c(Cl)c1)N1CCOCC1 (stereo not given)
→ 1	-0.1	-3	15	3	0	-5	0	2.5
OC(C#Cc1ccccn1)c1cccs1 (stereo not given)
→ -5	0.1	-4	42*	16	44*	21	2	-35*
Fc1ccc(C2CC(c3ccco3)=NN2c2ccccc2)cc1 (stereo not given)
→ 1	-0.2	-1	-1	-12	2	13	0	2.7

# This is a subset (hit frequency here may not be typical).
